Bioassay records deposited in PubChem BioAssay by several laboratories.
PP1 counter = blocks human PP1-alpha phosphatase, a PP5 counter-screen; P62136; purified PP1alpha, OMFP fluorescence; inhibition, % at 6.7 µM; actives 0.9% (n = 320,000); AID 2235;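 active = inhibition above the mean inhibition of all tested compounds plus 3 SD, computed separately for each screening campaign, cut at about 15% in these data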
Fh CTSL1 inh = cathepsin L1 inhibition, PFM18AAP counter-screen. actives 0.49% (n = 300,000). inhibition, % at 5.96 µM. recombinant F. hepatica cathepsin L1, Z-Leu-Arg-MCA fluorescence;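 active = inhibition above the mean of all tested compounds plus 3 SD, set per screening campaign, cut at about 17% in these data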;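 also: 0% = plate median of test compound wells and 100% = 1 µM Z-Phe-Ala-diazomethylketone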
GRK2 inh = blocks RNA aptamer binding to human GRK2. P25098. bead flow cytometry, FAM-aptamer displacement from GRK2. actives 0.59% (n = 330,000). inhibition of aptamer binding, % at 10 µM. AID 488847;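 active = inhibition of aptamer binding above 40%, roughly 3 SD of noise, on plates passing a quality check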;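 also: median bead fluorescence of bound FAM aptamer so fluorescent compounds give negative values; no value below 0 was filed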
VLA-4 inh = inhibition in a human VLA-4 binding assay; VLA-4 expressing cells, ligand binding flow cytometry; actives 0.2% (n = 330,000); P13612; inhibition, % (about 7 µM as worked out from the volumes in the protocol); in the data active = inhibition above about 50%
procasp7 counter = activates human procaspase-7, counter-screen for procaspase-3 activators | P55210 | recombinant procaspase-7, Ac-DEVD-pNA absorbance 405 nm; D23A/D198A/D206A triple mutant, cannot self-cleave; scale: DMSO 0, 5 µM enzyme 100 | activation, % at 8.5 µM | actives 0.093% (n = 330,000) | AID 463210;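 active = percent activation above the screen-wide mean plus 3 SD, cut at about 25% in these data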
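System: Uncleavable procaspase-7 mutant enzyme; Amount: 2 µM procaspase-7 mutant as dispensed; Schedule: 1 h compound preincubation, 2 h substrate cleavage, 25 °C; Measured by: 405 nm absorbance of p-nitroaniline; Evaluation: percent activation from buffer-corrected 0–120 min absorbance change; Control set: low DMSO alone, high DMSO plus 5 µM PC-7.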
JMJD2C inh = inhibitors of human GASC-1 (JMJD2C) demethylase | GST-JMJD2C(1-420) H3K9me3 demethylation, DELFIA europium | AID 2099 | actives 0.069% (n = 330,000) | inhibition, % at 2.35 µM;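 active = more than half of a compound's replicate wells show inhibition beyond 50%, single wells judged on their own value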;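 also: signal counts dimethyl H3K9 product captured on neutravidin plate; 0% = median of DMSO wells and 100% = 0.3 times that DMSO median; strong numbers were not always called active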
Target sequence (Q9H3R0 1-420 limits assumed): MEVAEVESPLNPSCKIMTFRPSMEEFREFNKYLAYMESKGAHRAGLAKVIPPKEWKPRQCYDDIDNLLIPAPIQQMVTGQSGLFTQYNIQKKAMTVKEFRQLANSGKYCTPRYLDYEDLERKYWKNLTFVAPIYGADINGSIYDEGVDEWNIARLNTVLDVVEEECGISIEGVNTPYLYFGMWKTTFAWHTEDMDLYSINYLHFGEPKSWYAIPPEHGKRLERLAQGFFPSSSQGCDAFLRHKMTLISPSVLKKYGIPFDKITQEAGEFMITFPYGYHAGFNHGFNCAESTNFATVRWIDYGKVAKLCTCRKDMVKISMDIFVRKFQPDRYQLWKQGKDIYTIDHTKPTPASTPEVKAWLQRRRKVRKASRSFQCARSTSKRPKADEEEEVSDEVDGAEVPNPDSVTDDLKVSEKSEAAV
PP5 inh = PP5 (human) phosphatase inhibition; P53041; purified PP5c, OMFP substrate fluorescence; inhibition, % at 6.7 µM; actives 0.18% (n = 320,000); AID 1987;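 active = inhibition above the campaign's mean inhibition across all tested compounds plus 3 SD, cut at about 9.5% in these data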;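 also: 0% = DMSO only and 100% = 100 µM cantharidin control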
Target sequence (P53041 whole entry, looked up): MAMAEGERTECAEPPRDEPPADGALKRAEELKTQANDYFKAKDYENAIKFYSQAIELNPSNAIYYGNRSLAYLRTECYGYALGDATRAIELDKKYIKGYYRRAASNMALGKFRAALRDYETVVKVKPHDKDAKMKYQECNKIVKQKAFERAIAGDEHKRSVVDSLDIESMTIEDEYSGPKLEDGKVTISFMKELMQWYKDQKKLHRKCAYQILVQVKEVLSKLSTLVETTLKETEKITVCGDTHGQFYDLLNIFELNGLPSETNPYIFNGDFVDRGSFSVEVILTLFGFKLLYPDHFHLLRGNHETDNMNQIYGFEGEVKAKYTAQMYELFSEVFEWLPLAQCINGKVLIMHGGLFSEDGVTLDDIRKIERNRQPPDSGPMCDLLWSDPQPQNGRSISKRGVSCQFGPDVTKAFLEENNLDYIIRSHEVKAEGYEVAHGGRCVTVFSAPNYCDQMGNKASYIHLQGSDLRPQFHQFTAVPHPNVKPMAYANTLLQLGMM
core dimer inh = HCV core protein dimerization inhibition. AID 1899. actives 0.33% (n = 300,000). inhibition, % at 5 µM. TR-FRET GST/Flag-core106 dimerization, 1536-well;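 active = inhibition above the mean of all tested compounds plus 3 SD, set per screening campaign, cut at about 45% in these data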
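System: GST-tagged and Flag-tagged HCV core protein residues 1-106 / Input: core106 proteins, GST 13.5 nM and Flag 17 nM / Buffer or medium: KF-containing HEPES buffer, pH 7.45, DTT, CHAPS, BSA / Probe or stimulus: Eu-anti-GST and XL665-anti-Flag labelled anti-tag antibodies / Schedule: 4 h, 22.5 °C incubation / Technique: TR-FRET 671 and 617 nm emission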
proCasp3 act = procaspase-3 (human) activation; P42574; recombinant procaspase-3 D3A, Ac-DEVD-pNA absorbance 405 nm; activation, % at 8.5 µM; actives 0.11% (n = 330,000);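 active = activation above the mean of all tested compounds plus 3 SD, cut at about 21% in these data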;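 also: 0% = DMSO alone and 100% = DMSO wells spiked with extra 5 µM PC-3 D3A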
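Assay system – Procaspase-3 D3A mutant, all three cleavage aspartates alanine · Controls – DMSO-only low control, 5 µM PC-3 D3A high control · Schedule – 1 h compound preincubation, 2 h substrate hydrolysis at 25 °C · Signal – 405 nm absorbance of p-nitroaniline, reads at 0 and 120 min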
* = called active by the depositor; · = not tested or not shown; & = joins results of further samples.

SMILES,core dimer inh,GRK2 inh,VLA-4 inh,PP5 inh,Fh CTSL1 inh,proCasp3 act,JMJD2C inh,PP1 counter,procasp7 counter
COc1ccc(N(CC(=O)N2CCN(C)CC2)S(=O)(=O)c2ccccc2)cc1OC,-4,2,16,0.9,0,1,0,-1,13
CCOc1cc(C2C3=C(CCCC3=O)NC3=C2C(=O)CCC3)ccc1OCCO,0,2,10,2.6,2,-4,-12,-2,-4
COCCNC(=O)/C(C#N)=C/c1c(N2CCCCCC2)nc2c(C)cccn2c1=O,3,0,2,-0.2,3,0,1,2,2
O=C(NNC(=S)NC(=O)c1cccs1)c1cccnc1,-6,0,1,0.2,-2,-11,91,3,-33
COc1ccc(CN(C(=O)CCC(=O)N2CCCCC2)c2nccs2)cc1OC,-2,2,10,-1.4,1,9,-3,-2,9
O=C(N[C@@H](Cc1ccccc1)C(=O)OCC(=O)N1CCOCC1)c1cccs1,-2,0,-1,-0.9,-10,1,-3,-3,-8
Cc1ccc(S(=O)(=O)N(C)C)cc1NC(=O)CCNC(=O)c1ccccc1Cl,-2,0,6,-1.3,5,-5,16,0,-5
O=C(CCNS(=O)(=O)c1cccc(Cl)c1)OCC(=O)N1CCN(C(=O)c2ccco2)CC1,·,0,-11,0.3,·,-8,-1,-3,-7
CCOC(=O)c1cc(CC)sc1NC(=O)c1cc(OCC)c(OCC)c(OCC)c1,5,5,-6,0.6,0,2,2,1,-12
Cc1ccc(NCC(=O)c2ccc(C)cc2)cc1,4,0,-4,0.1,1,16,7,-1,-4
COc1cc(NC(=O)CCc2c(C)nc3nc(C)nn3c2C)cc(OC)c1,8,4,7,-2.2,1,3,-5,-1,6
CC(NS(=O)(=O)c1cccc(S(=O)(=O)c2ccccc2)c1)C(=O)O (stereo not drawn),-2,0,3,-2.7,-2,-3,5,-1,-3
COC(=O)C1=CO[C@@H](O[C@@H]2O[C@H](CO)[C@@H](O)[C@H](O)[C@H]2O)C2C(CO)=CCC12 (stereo partly drawn),·,0,8,·,·,4,-6,·,8
CCOc1cc(C2CC(=O)Nc3cc(C)c(C)cc32)ccc1O (stereo not drawn),0,3,10,2.4,2,2,-7,-3,0
O=C(c1c(F)cccc1F)N(Cc1cccs1)C1CCCC1,-7,0,23,-4.0,2,-2,6,-7,7
CS(=O)(=O)Cc1nc2ccccc2oc1=O,-1,0,-5,-1.2,-5,-3,0,4,-17
CCN(CC)S(=O)(=O)c1ccc2[nH]cc(C(=O)NCCc3ccccc3)c(=O)c2c1,5,0,1,0.1,7,4,12&15,3,-5
COc1ccc(CCNc2oc(Cc3cccc4ccccc34)nc2C#N)cc1OC,4,1,12,6.2,-1,-1,-204,4,-1
O=C(CCl)Nc1ccccc1C(=O)NCc1ccccc1,0,0,9,-0.1,7,1,5,-8,2
CCC(C)Sc1ccc(-c2nc3cc(C)ccn3c2NC2CCCCC2)cc1 (stereo not drawn),·,0,-15,·,·,-6,·,·,-17
CC(C)C(NC(=O)c1ccc(C(C)(C)C)cc1)C(=O)NCc1ccccn1 (stereo not drawn),·,0,15,-1.6,·,-1,-6,-2,-2
CCOc1ccc(NC(=O)CN2C(=O)C3CC=CCC3C2=O)cc1 (stereo not drawn),5,0,-17,-0.7,11,4,3,-7,-8
CCOc1ccc2[nH]c(C)c(CN3CCCCC3)c(=O)c2c1,-1,1,8,0.2,1,3,-10,-2,14
C/C(=N/N1CCN(c2ccccc2)CC1)c1cccc([N+](=O)[O-])c1,1,0,4,-0.5,4,1,4,-3,3
CC1CCN(CC(=O)Nc2ccccc2C(=O)NC2CC2)CC1,·,0,-16,-0.2,·,3,16,-4,11
Cc1ccc(S(=O)(=O)c2c(N)n(NC(=O)C3CC3)c3nc4ccccc4nc23)cc1,-2,0,-1,0.1,-1,1,1,1,4
COc1ccc(CCNC(=O)C(=O)NN=C2CCCCCCC2)cc1OC,2,0,-3,1.4,4,-7,-19,3,0
COc1cc(/C=C2/C(=O)N(c3ccc(C)c(C)c3)N=C2C)cc([N+](=O)[O-])c1O,-9,·,6,2.8,3,-11,-5,4,-16
CCOC(=O)N1CCN(Cc2nc(CC3CC3)no2)CC1,-4,3,4,3.6,3,-4,-12,-3,4
O=C(NC(=S)NC1CCS(=O)(=O)C1)c1cccc([N+](=O)[O-])c1 (stereo not drawn),0,0,-1,1.2,-2,4,12,0,11
O=C(COC(=O)c1ccccc1Nc1ccccc1)NCc1ccccc1Cl,1,0,18,2.1,2,0,4,3,0
CN(C(=O)c1ccc2c(c1)C(=O)N(CCC1=CCCCC1)C2=O)C1CCCCC1,6,4,22,4.4,4,6,-7,5,-14
C=CCOc1ccc(/C(O)=C2/C(=O)C(=O)N(CCCN3CCOCC3)C2c2ccccc2)cc1 (stereo not drawn),5,4,0,0.1,-2,7,4,6,-5
COc1ccc(N=Cc2cc(Cl)ccc2O)cc1Cl,6,2,-1,-1.5,-1,3,-1,3,7
OCCNNC(=S)NC1CC2C=CC1C2 (stereo not drawn),-2,2,-2,-0.5,2,0,4,-1,7
O=C1N=c2ccccc2=C1c1sc(=S)n(-c2ccc(O)cc2)c1O,-2,0,-1,1.1,-1,-19,20,6,-33
COc1ccc(C(=O)Nc2n[nH]c(-c3ccncc3)n2)cc1,0,0,10,1.4,-1,4,3,-3,13
COc1ccc(C(=O)Nc2nnc(Cc3cccs3)s2)cc1OC,15,0,0,-0.6,-1,4,-8,1,11
COC(=O)c1ccc2c(c1)C(=O)N(C1CCCCC1)C2=O,-2,2,-10,0.0,-2,2,6,1,5
CCN(CC)C(=O)CSc1nc(N)c2c3c(sc2n1)CC(C)CC3 (stereo not drawn),12,0,7,2.9,1,-5,10,5,-10
CC(C)NS(=O)(=O)c1ccc(NC(=S)NC(=O)c2cccc([N+](=O)[O-])c2)cc1,-3,4,11,1.4,-1,-9,0,4,9
COCCNC(=O)c1onc(CSc2ccc(F)c(F)c2)c1C(=O)NCCOC,6,0,4,-0.3,6,10,7,1,2
Cc1ccc(S(=O)(=O)N(C)c2ccc(OCC(=O)OCC(=O)N(CC#N)c3ccccc3)cc2)cc1,8,0,33,-0.6,4,6,-6,-3,7
COc1nc(OC)nc(N2CCC(C(=O)NCc3ccc(F)cc3)CC2)n1,-5,1,1,3.0,-3,-7,-1,1,2
CC1CCCCN1C(=O)CSc1nc2ccsc2c(=O)n1Cc1ccccn1 (stereo not drawn),0,2,-2,0.1,-2,1,-3,-3,-2
COCCNCCOc1ccccc1-c1ccccc1,4,0,7,1.8,0,5,-15,3,-3
Cc1cccc(N2CCN(C(=O)c3ccc(NC4=NC5CS(=O)(=O)CC5S4)cc3)CC2C)c1 (stereo not drawn),6,5,6,-0.3,-4,-5,10,-2,5
COC(=O)c1c(NC(=O)COC(=O)c2ccc(NC(=O)CC#N)cc2)sc2c1CCCCC2,62*,2,-12,0.9,-1,10,-11,13,1
CN(C)CCNC(=O)/C(=C/c1ccc(-c2cccc(Cl)c2)o1)NC(=O)c1ccccc1,-14,0,22,2.3,-2,5,-5,-2,-1
Cc1ccnc(NS(=O)(=O)c2ccc(NC(=O)c3cc(-c4ccc(Br)cc4)nc4ccccc34)cc2)n1,39,2,-4,3.6,6,-1,5,14,10
COc1ccc(NC(=O)COc2ccccc2Cc2ccccc2)cc1S(N)(=O)=O,4,0,-2,3.9,7,-2,-6,-1,-4
CCCCOC(=O)c1ccc(NC(=O)c2c(N)n(C)c(=O)[nH]c2=O)cc1,-4,0,11,0.4,-2,-7,-34,1,8
COc1ccc2c(c1)c1nnc(SCC(=O)NC3CC3)nc1n2C,1,0,4,3.1,4,5,1,-4,1
CCCCNC(=O)C1CCN(Cc2ccc(OCc3ccccc3)cc2)CC1,-2,0,15,2.4,-2,-6,-4,-4,5
Cc1ccc[n+](/C(C(=S)NCc2ccco2)=C(/[O-])c2ccccc2Cl)c1,-10,3,-2,2.5,0,-15,0,0,-12
O=C(CN1C(=O)NC2(CCCCC2)C1=O)Nc1cc(C(F)(F)F)ccc1N1CCCCC1,5,0,26,1.9,2,2,4,-1,3
C=CCn1c(CCNC(=O)c2ccccc2F)nnc1SCC(=O)Nc1nc(C)cs1,1,0,7,3.3,-3,0,-9,8,0
COc1ccc(-c2csc(NC(=O)c3ccc(N4C(=O)CCC4=O)cc3)n2)cc1,12,0,-10,-3.4,1,3,-5,2,-3
O=C(CCCCCn1c(=S)[nH]c2ccccc2c1=O)N1CCOCC1,0,1,0,-0.8,1,-4,-5,3,-2
COc1ccccc1/C=C/C(=O)OCC(=O)NCc1ccc2c(c1)OCO2,·,0,-4,·,·,8,5,·,-7

Records above marked active in core dimer inh:
Structure	core dimer inh	GRK2 inh	VLA-4 inh	PP5 inh	proCasp3 act	JMJD2C inh
COC(=O)c1c(NC(=O)COC(=O)c2ccc(NC(=O)CC#N)cc2)sc2c1CCCCC2	62*	2	-12	0.9	10	-11

The list goes on:
SMILES,core dimer inh,GRK2 inh,VLA-4 inh,PP5 inh,Fh CTSL1 inh,proCasp3 act,JMJD2C inh,PP1 counter,procasp7 counter
COC(=O)c1ccc(COC(=O)C2CCN(S(=O)(=O)c3ccccc3C(=O)OC)CC2)cc1,·,1,8,·,·,3,-4,·,1
O=C(NCc1ccco1)/C(=C/C=C\c1ccccc1)NC(=O)c1ccc(Br)o1,-12,7,2,2.8,-5,3,3,1,-2
O=[N+]([O-])c1ccc(C2(O)CN(c3ccccc3)C3=[N+]2CCS3)cc1 (stereo not drawn),9,3,1,-0.5,2,2,29,10,0
Cc1cccc(C)c1-n1cccc1/C=C1\SC(=S)N(c2cccc(C(=O)O)c2)C1=O,7,0,-4,3.9,-1,0,17,22*,-8
COC(=O)C1=C(C(=O)OC)[C@@H]2Nc3ccccc3[C@@]23C[C@@H](C(=O)OC)N(C(C)=O)C3=N1,6,4,10,-0.9,1,8,-2,3,-1
COc1ccc(NC(=O)CN2CCC(C(N)=O)(N3CCCCC3)CC2)c(OC)c1,1,0,0,0.8,3,1,-3,1,-4
Cc1ccc(N2CCN(C(=S)c3ccc(N(C)C)cc3)CC2)cc1,-1,2,-20,0.9,-3,-12,17,4,-12
Cc1ccc(NS(=O)(=O)c2ccc(Cl)c(C(=O)Nc3ccccc3-c3nc4ccccc4[nH]3)c2)cc1C,29,20,19,2.8,7,6,3,3,7
